# Akt phos inh – inhibitors of Akt phosphorylation; Neuro2A IGF-stimulated pAkt S473 HTRF, 20 min; hits give low values; activity change, % for hits at 50 µM; actives 0.32% (n = 360,000); AID 651550; in the data active = activity change below about -80%; inconclusive = mostly about -51% to -80%; note: % is set by controls: 0 for no effect and ±100 for the full control effect
#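 Neuro2A cells in DMEM with 0.5% FBS, overnight at 37 deg C, given compound at single 50 µM final, then IGF (6 nM final) for 20 min at 37 deg C. Lysed; phospho-Akt Ser473 by HTRF after 24 h, 665/615 ratio.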
# aSyn rescue – inhibitors of alpha-synuclein toxicity in yeast. actives 0.14% (n = 370,000). Yeast expressing alpha-synuclein, growth rescue, BacTiter-Glo, 24 h. AID 652106. Potency, µM (highest dose often 46.1 µM), for the others: at the highest dose growth rescue (activation), usual class: activators; note: potency is the fitted concentration of half-maximal effect; % of control where 0% means no effect; nearly all actives have a fitted effect of over 65% in size
#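 Galactose-induced alpha-syn yeast (OD600=0.02, raffinose-pregrown) + pinned cpd, 24 hr, 30 deg C; growth by BacTiter-Glo luminescence. Growth restoration scores as activation.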
# GLP-1R inv ag – GLP-1 receptor (human) inverse agonism | Potency, µM (top dose mostly 38.3 µM), for inactives: at the top dose activity change, negative = inhibition, actives largely listed as inhibitors | AID 624417 | HEK293 GLP-1R CRE-luciferase, luminescence, 24 h; GLP-1R form is constitutively active | P43220 | actives 1.6% (n = 410,000); note: potency is the fitted concentration of half-maximal effect; % is set by controls: 0 for no effect and ±100 for the full control effect; nearly all actives have a fitted effect of over 55% in size
# Target sequence (P43220 whole entry, looked up): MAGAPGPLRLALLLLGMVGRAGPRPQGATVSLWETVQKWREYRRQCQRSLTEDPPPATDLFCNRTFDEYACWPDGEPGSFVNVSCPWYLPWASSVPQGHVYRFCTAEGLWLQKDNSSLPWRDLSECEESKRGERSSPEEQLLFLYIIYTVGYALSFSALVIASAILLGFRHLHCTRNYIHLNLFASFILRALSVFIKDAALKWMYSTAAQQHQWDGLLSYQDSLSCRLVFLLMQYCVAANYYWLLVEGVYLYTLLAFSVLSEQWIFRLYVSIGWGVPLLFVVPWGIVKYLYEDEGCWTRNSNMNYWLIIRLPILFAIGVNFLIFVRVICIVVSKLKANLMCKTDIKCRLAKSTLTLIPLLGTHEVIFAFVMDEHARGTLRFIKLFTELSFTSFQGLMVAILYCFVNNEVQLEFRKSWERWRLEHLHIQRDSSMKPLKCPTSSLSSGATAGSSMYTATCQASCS
#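 HEK293 cells stably co-expressing constitutively active GLP-1R and a cAMP-responsive luciferase reporter were seeded in DMEM with 10% Nu serum, given compounds after 12 h, and incubated 24 h at 37 deg C. Luminescence was then read.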
# FUS yeast rescue – suppressors of FUS proteinopathy in yeast. Potency, µM (series often up to 76.6 µM), for inactives: at the highest dose growth rescue (activation), most hits filed as activators. S. cerevisiae FUS-expressing, growth rescue, OD600, 24 h. actives 0.24% (n = 390,000);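 note: potency is the fitted concentration of half-maximal effect; plate controls were DMSO vehicle for no effect and reference control for full effect; nearly all actives have a fitted effect of over 55% in size; some results filed as inactive show a strong effect at the top dose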
#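 FUS-expressing yeast, raffinose-pregrown, induced in 2% galactose minimal medium at OD 0.005; compounds in a dilution series, 24hr at 30C. Growth restoration read as absorbance at 600 nm. CP55940 positive control, DMSO negative.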
# Abeta rescue – compounds reversing amyloid beta toxicity in yeast; yeast expressing A-beta42, growth rescue, OD600, 48 h; response scale: 0% DMSO, 100% iron-clioquinol control; Potency, µM (doses to about 46.1 µM), inactives show at the highest dose growth rescue, most hits filed as activators; actives 0.063% (n = 410,000); note: potency is the fitted concentration of half-maximal effect; nearly all actives have a fitted effect of over 55% in size
#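 Yeast A-beta toxicity model in growth medium with pinned compounds, 48 h at 30 C; growth read as absorbance at 600 nm. Normalized to FeCl3/clioquinol equimolar mix (positive) and DMSO (negative).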
# PTHR1 ag – activates the human parathyroid hormone receptor PTHR1; Q03431; HEK293 GP2 PTHR1 cells, GloSensor cAMP luminescence, 1 h; Potency, µM (doses to about 115 µM), for the others: at the top dose activation, hits mostly activators; actives 0.075% (n = 410,000); AID 743266; note: potency is the fitted concentration of half-maximal effect; nearly all actives have a fitted effect of over 55% in size; some results filed as inactive show a strong effect at the top dose; inactives centre near -15; many of its hits are not listed in these tables
# Target sequence (Q03431 whole entry, looked up): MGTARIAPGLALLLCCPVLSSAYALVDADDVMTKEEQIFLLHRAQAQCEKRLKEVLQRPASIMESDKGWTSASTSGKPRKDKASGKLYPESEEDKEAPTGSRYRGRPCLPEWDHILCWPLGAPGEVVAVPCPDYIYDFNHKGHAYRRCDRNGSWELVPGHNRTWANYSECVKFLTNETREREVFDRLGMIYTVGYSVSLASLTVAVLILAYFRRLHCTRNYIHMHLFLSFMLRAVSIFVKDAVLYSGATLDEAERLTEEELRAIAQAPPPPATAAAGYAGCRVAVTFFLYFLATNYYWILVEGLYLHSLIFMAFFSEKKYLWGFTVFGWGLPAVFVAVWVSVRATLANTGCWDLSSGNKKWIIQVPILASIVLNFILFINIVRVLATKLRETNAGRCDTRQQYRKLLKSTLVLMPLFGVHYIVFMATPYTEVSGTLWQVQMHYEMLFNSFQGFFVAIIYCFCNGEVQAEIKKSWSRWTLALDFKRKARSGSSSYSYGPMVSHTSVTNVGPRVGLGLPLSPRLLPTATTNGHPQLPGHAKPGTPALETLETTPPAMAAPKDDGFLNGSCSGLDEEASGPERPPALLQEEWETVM
#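 HEK-293-derived GP2 cells expressing PTHR1 and a GloSensor cAMP reporter, 3,000/well, plated overnight, given luciferin plus IBMX (each 0.5 mM as added) for 1 h at 37 °C, then compound for 1 h at 37 °C. Luminescence was read after 15 min at room temperature.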
# Mm-Cpn inhibitor – M. maripaludis TRiC chaperonin inhibition; purified Mm-Cpn ATPase, ADP Transcreener TR-FRET; Potency, µM (doses to about 76.9 µM), inactives show top-dose activity, negative = inhibition, most hits filed as inhibitors; actives 0.031% (n = 330,000); note: potency is the fitted concentration of half-maximal effect; % is set by controls: 0 for no effect and ±100 for the full control effect; nearly all actives have a fitted effect of over 80% in size
#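 Reaction buffer contained 30 mM Tris pH 7.4, 100 mM KCl, 5 mM MgCl2 and 1 mM DTT. Mm-CPN (25 nM final) hydrolysed 10 uM ATP over 30 min at 37°C; ADP was read by HTRF.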
# GLP1R cytotox – cytotoxicity counter-screen for GLP-1 receptor inverse agonists; HEK293 cAMP-luciferase reporter cells, luminescence, 24 h; Potency, µM (titrated, usually from 38.3 µM), for inactives: top-dose activity change, negative = inhibition, actives largely listed as inhibitors; actives 0.13% (n = 410,000); AID 624418;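 note: loss of luciferase light is scored as toxicity; potency is the fitted concentration of half-maximal effect; % is set by controls: 0 for no effect and ±100 for the full control effect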
#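 MLSMR compounds, 24 hr on cells at 37 deg C/5% CO2; luminescence after luciferase reagent (12 min RT). Inhibition counted as the undesired cytotoxic outcome.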
# TDP-43 yeast inh – rescues yeast growth from TDP-43 toxicity; Potency, µM (top dose mostly 46.1 µM), for inactives: at the top dose growth rescue (activation), usual class: activators; actives 1.8% (n = 410,000); TDP-43 expressing yeast growth rescue, BacTiter-Glo, 24 h; AID 652104; note: potency is the fitted concentration of half-maximal effect; % of control where 0% means no effect; nearly all actives have a fitted effect of over 50% in size
#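 Yeast expressing TDP-43 (pregrown in raffinose, seeded at OD600=0.02 in galactose medium) exposed to compounds 24 hr at 30 deg C. Growth read by BacTiter-Glo luminescence; rescue of toxicity appears as increased signal.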
# An asterisk follows results filed as active; i = inactive; ? = inconclusive; · = no result given; & = joins results of further samples; [ ] = another dose, or the depositor's remark. Unless noted, calls come from the whole dose curve; as a rule, active = well fitted curve in the direction sought with a large enough effect; inconclusive = small, poorly fitted or top-dose-only effect, or another doubt; inactive = no such curve, though single readings can be large; an effect the other way counts as inactive or inconclusive. Some of the compounds tested; count on the stated rates, not on these rows.
nr	smiles	Akt phos inh	aSyn rescue	GLP-1R inv ag	FUS yeast rescue	Abeta rescue
1	CC(=O)c1cccc(NC(=O)Cn2nc(-c3ccc(Cl)cc3)ccc2=O)c1	i	-1%	4%	-16%	6%
2	CCC1=C(c2ccc(OC)cc2)CCC(C(=O)O)C1C (stereo not drawn)	i	-27%	1%	17%	-16%
3	Cc1cc(C)c(C(=O)CSc2n[nH]c(=O)n2C2CC2)cc1C	i	3%	0%	18%	1%
4	COc1ccc(CNC(=O)C(c2ccncc2)N(C(=O)Cc2cccs2)c2cccnc2)cc1 (stereo not drawn)	i	1%	12%	22%	-3%
5	CCOC(=O)C1CCN(S(=O)(=O)c2ccc3oc(=O)ccc3c2)CC1	i	1%	5%	3%	3%
6	CS(=O)(=O)N1CCN(c2nc3ccccc3s2)CC1	i	4%	0%	4%	8%
7	O=C(CCCCCn1c(=O)[nH]c2ccccc2c1=O)NCc1cccc(Cl)c1	·	·	18%	28%	11%
8	Cc1cccc(Cn2cc(S(=O)(=O)c3ccccc3)c(=O)c3cc(F)c(N4CCOCC4)cc32)c1	·	·	-3%	-14%	-2%
9	Cc1ccc2nc(Cl)c(/C=N/Nc3ccc(C(=O)O)cc3)cc2c1	i	22%	-15%	13%	-11%
10	CCc1ccc(C(=O)c2c(N)c(-c3nc(-c4ccc5c(c4)OCO5)cs3)c3ccccn23)cc1	·	2%	7%	0%	-13%
11	O=C(Nc1ccc2c(c1)OCCO2)C(C1CC1)N1CCN(c2ccc(F)cc2)CC1 (stereo not drawn)	i	-6%	11%	-28%	-5%
12	Cc1cc2nc(-c3ccc(SCc4ccc(C(=O)O)cc4)nc3)[nH]c2cc1C	i	-12%	4%	26%	-6%

nr	PTHR1 ag	Mm-Cpn inhibitor	GLP1R cytotox	TDP-43 yeast inh
1	-20%	-1%	1%	13%
2	i	·	0%	?
3	-19%	2%	5%	-9%
4	i	1%	-10%	-13%
5	i	-4%	6%	-4%
6	-8%[57.5 µM]	-1%	5%	-19%
7	5%	·	4%	23%
8	-9%	·	-4%	19%
9	-82%[inhibitor]	-10%	114%[activator]	-8%
10	-13%	·	2%	2%
11	-19%	·	5%	26%
12	-42%[inhibitor]	0%	-3%	9%

# The final 4 compounds of the part before come first, to join the parts.
nr	smiles	Akt phos inh	aSyn rescue	GLP-1R inv ag	FUS yeast rescue	Abeta rescue
9	Cc1ccc2nc(Cl)c(/C=N/Nc3ccc(C(=O)O)cc3)cc2c1	i	22%	-15%	13%	-11%
10	CCc1ccc(C(=O)c2c(N)c(-c3nc(-c4ccc5c(c4)OCO5)cs3)c3ccccn23)cc1	·	2%	7%	0%	-13%
11	O=C(Nc1ccc2c(c1)OCCO2)C(C1CC1)N1CCN(c2ccc(F)cc2)CC1 (stereo not drawn)	i	-6%	11%	-28%	-5%
12	Cc1cc2nc(-c3ccc(SCc4ccc(C(=O)O)cc4)nc3)[nH]c2cc1C	i	-12%	4%	26%	-6%
13	CCCCN(C)c1c(C)nc2ccc(C(=O)NCc3ccc(OC)cc3)cn12	i	0%	-14%	-6%	-6%
14	CCN(CC)C(=O)C1CCCN(Cc2nc(-c3cnccn3)no2)C1 (stereo not drawn)	i	4%	-11%	0%	10%
15	CS(=O)(=O)N1CCc2cc(S(=O)(=O)Nc3ccc4oc5c(c4c3)CCCC5)ccc21	i	24%	?	4%	8%
16	CCOC(=O)Cn1nc(C)cc1NC(=O)c1ccncc1	i	3%	4%[7.66 µM]	-3%	16%
17	Cn1ncc(Cl)c1C(=O)Nc1nc2ccc(Cl)cc2s1	i	-26%	-25%	·	1%
18	O=C(COc1ccccc1C(=O)O)NC1CCCc2ccccc21 (stereo not drawn)	i	-2%	1%[7.66 µM]	18%	13%
19	N#Cc1c(Nc2cccc(F)c2)sc2c(O)cc(=O)[nH]c12	i	8%	3%	21%	-25%
20	Cc1cc(SCc2cccc([N+](=O)[O-])c2)nc(=O)[nH]1	i	-4%	33%[activator]	-17%	-2%
21	CCN1CCN(C(c2cccnc2)c2c(NC(=O)c3ccco3)sc(C)c2C)CC1 (stereo not drawn)	i	6%[1.84 µM]	?	18%	-2%
22	O=c1oc2ccccc2c(N2CCCC2)c1[N+](=O)[O-]	i	-1%	-10%	5%	-7%
23	CC(C)Oc1ccc(C(=O)NC2CCSc3ccccc32)cc1 (stereo not drawn)	i	0%	9%	13%	15%
24	CCOC(=O)c1c[nH]n2c(=S)ncnc12	i	-8%	-4%	-2%	-12%

nr	PTHR1 ag	Mm-Cpn inhibitor	GLP1R cytotox	TDP-43 yeast inh
9	-82%[inhibitor]	-10%	114%[activator]	-8%
10	-13%	·	2%	2%
11	-19%	·	5%	26%
12	-42%[inhibitor]	0%	-3%	9%
13	-4%	·	3%	16%
14	i	1%	-13%	-6%
15	-3%[57.5 µM]	1%	-11%	-1%
16	?	-1%	2%[7.66 µM]	7%
17	-32%[inhibitor]	0%	-19%	16%
18	-20%	1%	7%[7.66 µM]	-3%
19	i	5%	-11%	-11%
20	i	1%	8%	25%
21	i	-3%	-11%	4%
22	-15%	-2%	-10%	-23%
23	i	0%	11%	0%
24	i	·	-23%	15%

# (next part)
nr	smiles	Akt phos inh	aSyn rescue	GLP-1R inv ag	FUS yeast rescue	Abeta rescue
25	O=C1C=C(c2cnc3ccccc3c2)C[C@@H](c2ccc3c(c2)OCO3)C1	i	6%	-14%	-9%	2%
26	Cn1c(=O)oc2cc(S(=O)(=O)CCC(=O)NCCc3ccc(Cl)cc3)ccc21	·	·	-15%	3%	-11%
27	COc1cc(/C=N/NC(=S)NC2CC3CCC2C3)ccc1O (stereo not drawn)	i	-9%	?	3%	11µM*
28	Cc1ccccc1NC(=S)NCC1CCC(CNC(=S)Nc2ccccc2C)CC1 (stereo not drawn)	i	-3%	14%	29%	-7%
29	CC(C)c1ccc(/C=C2\SC(=S)N(CCC(=O)N3CCCCC3CCO)C2=O)cc1 (stereo not drawn)	i	12%	?	23%	·
30	CC1=C(C(=O)Nc2ccccn2)C(c2ccccc2Cl)NC(=S)N1 (stereo not drawn)	i	-1%	14%	8%	-22%
31	CCN(CC)C(=O)Cn1c(=O)n(CC(=O)N2CCCCC2)c(=O)c2sccc21	i	-2%	8%	-21%	-3%
32	O=C(NCc1ccccc1)NC1(C(=O)N2CCN3CCCC3C2)CCCCC1 (stereo not drawn)	i	0%	-3%	-12%	1%
33	CC(=O)N1CC(C)Sc2ccc(S(=O)(=O)NCCc3cccc(C)c3)cc21 (stereo not drawn)	i	16%	-31%	12%	9%
34	COc1cccc(-c2nnc3sc(CN4CCCCC4)cn23)c1	·	·	?	-12%	-9%
35	COc1ccc(OC)c(-c2c(C#N)c(N)nc3c2c(=O)nc2sccn23)c1	i	-3%	13%	10%	-11%
36	CCCCCCNC(=O)c1ccc(Br)o1	i	-3%	3%	-33%	-2%

nr	PTHR1 ag	Mm-Cpn inhibitor	GLP1R cytotox	TDP-43 yeast inh
25	-55%[inhibitor]	-4%	-9%	16µM*
26	-8%	·	4%	4%
27	-19%	2%	?	22µM*
28	-1%	1%	13%	-10%
29	-28%	1%	-28%	?
30	-7%	-3%	0%	-7%
31	i	-1%	-19%	11%
32	-27%[57.5 µM]	0%	41%[activator]	-2%
33	-35%[inhibitor]	1%	-20%	?
34	i	·	?	8%
35	-14%	0%	2%	8%
36	i	2%	5%	0%

# (continued)
nr	smiles	Akt phos inh	aSyn rescue	GLP-1R inv ag	FUS yeast rescue	Abeta rescue
37	Cc1ccc2nc(/C(C#N)=C/c3ccccc3F)[nH]c2c1	·	·	6%	23%	-31%
38	COc1ccc(CN2C(=O)C(CC(=O)NC(c3ccccc3)c3ccccc3)CC(C(=O)N(C)C)=C2C)cc1 (stereo not drawn)	i	-14%	-8%	?	3%
39	CSc1nnc(-c2cc3ccccc3cc2O)n1C	i	11%	20%	-1%	11%
40	Cc1cccc(N2C(=O)C3CCCN3C2=S)c1C (stereo not drawn)	i	-2%	-1%	-8%	4%
41	O=S(=O)(c1ccc(Br)cc1)c1nc(-c2ccccc2)oc1N1CCOCC1	i	17%	?	·	5%
42	COc1ccc(CNC(=O)C2CCCN(S(=O)(=O)c3ccc4c(c3)CCCN4C(C)=O)C2)cc1 (stereo not drawn)	i	-3%	-2%&-15%	32%&15%	7%&6%
43	COc1ccc(C2Nc3ccccc3C(=O)N2c2ccc(C)cc2)cc1COc1ccccn1 (stereo not drawn)	i	-1%	-2%	30%	-9%
44	C/C(=N\NC(=O)c1ccc2c(c1)OCO2)c1ccc(NC(=O)CCCC(=O)O)cc1	i	-8%	13%	2%	15%
45	COc1ccccc1CCC(=O)Oc1ccc(C#N)cc1OC	i	-7%	7%	-6%	8%

nr	PTHR1 ag	Mm-Cpn inhibitor	GLP1R cytotox	TDP-43 yeast inh
37	-27%	·	46%[activator]	21%
38	-29%	·	-27%	0%
39	i	1%	-12%	?
40	-3%	-8%	-5%	23%
41	i	-7%	11%	21%
42	-24%&-31%	0%	0%&11%	-2%&7%
43	-30%[inhibitor]	-2%	-6%[1.53 µM]	7%
44	-24%	2%	-15%	0%
45	i	-3%	-3%	28%

# Screens: PubChem, National Center for Advancing Translational Sciences (NCATS)
